# Dynein cargo inh = inhibitors of GR-EGFP nuclear translocation, primary screen, dynein cargo transport inhibitor project, imaging, high-content, 3617.4 mouse cells | test concentration mostly 20 µM; stimulated with dexamethasone, 1 µM; stronger effect = lower value | z-score, hits read low | 220,000 tested, 0.47% active | AID 1381, 2008;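 active means plate z-score of nuclear minus cytoplasmic receptor signal below a set negative limit, without overly bright fluorescence or cell loss, cut at about -3.5 in these data, passing the limit was not always enough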;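 further: z-score of nuclear minus cytoplasmic ring GR-EGFP intensity difference per well; some compounds called inactive have numbers as strong as hits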
#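 Also added: dexamethasone, 1.0 µM final. Medium: tet-free, stripped-serum medium. Detection: fixed, Hoechst-stained cells imaged at 10x for EGFP. Read-out: nuclear-to-cytoplasmic GR-EGFP distribution per well. Times: induction 48 h, compound 1 h, agonist 30 min.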
# MT stabilize HCS = microtubule stabilizers in HeLa cells, primary screen, imaging, high-content imaging; 200,000 tested, 0.83% active; % tubulin-high responders, % at 10 µM; HeLa tubulin immunostaining HCS, 24 h; share of cells brighter than vehicle mean+2SD;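 active means plate Z-score above 3 for both tubulin-high and condensed-nucleus cell shares, with cell loss under 80%, at 10 µM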;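 further: anti alpha tubulin signal scored within the nucleus-defined area of each cell; some results filed as inactive read as strong as hits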
# T cell modulator = modulators of CD8 T cell-vesicle binding, primary screen, mouse 2C CD8+ T cells, flow cytometry. 2C CD8+ T cell-vesicle binding; stronger effect = lower value. calls only at 7 µM. AID 2052, 2009. 330,000 tested, 0.068% active;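 active means response, share of CD8 T cells binding vesicles, and their 90th percentile fluorescence all below set limits, cut at about 80% in these data, passing the limit was not always enough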
#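 Incubation: binding step 1.5 h, 37 °C, antibody labelling 20 min, ice; system: murine 2C transgenic CD8+ T lymphocytes; technique: cytometric PE anti-B7-1 and Alexa647 anti-CD8 signals after 1% paraformaldehyde fixation; also added: QL9-charged Drosophila Ld/ICAM-1/B7-1 vesicles; control set: naked versus QL9-loaded vesicles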
# Myeloid diff 2 = induction of myeloid progenitor differentiation, primary screen, cell-based, flow cytometry, MLPCN library; ER-HoxA9 myeloid progenitors, lysozyme-GFP differentiation; calls only at 10 µM; 360,000 tested, 1% active; AID 624256, 2012;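 active means normalized GFP-positive differentiation at or above the plate's own cutoff, the solvent-only control mean plus 3 SD; inconclusive means no clear call, values can overlap the other calls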;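 further: cells exposed to compound for four days before flow analysis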
# Hep lipid drop = inhibitors of hepatocyte lipid droplet formation, primary screen, imaging, high-throughput imaging, BODIPY stain; AML12 mouse hepatocytes, oleate lipid droplets; inhibition, % at 6.5 µM; 240,000 tested, 0.4% active;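 active means lipid droplet intensity inhibited by at least 50%, with more than 500 cells counted; inconclusive means wells with under 300 cells, treated as cytotoxic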
#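 Assay system: AML12 hepatocytes (mouse) / Also added: 100 µM oleic acid challenge / Times: overnight treatment with compound plus oleate / Detection: high-content imaging of BODIPY-stained droplets and DAPI nuclei / Evaluation: % inhibition of lipid droplet signal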
# TNAP activation fold = human TNAP enzyme activators, primary screen, biochemical, luminescent, no phosphate acceptor, uHTS (AID 1001). one-dose activation fold at 20 µM; EC50 in µM for titrated hits. purified TNAP, luminescent activation assay, no phosphate acceptor; higher activation fold means a stronger effect. 200,000 tested, 0.03% active; in the data active means activation fold from about 3, or a potency from the dose series; inactive means the rest, 99 in 100 with activation fold below about 1.6; further: many of its hits are not listed in these tables
# bCat nuc transl = modulators of beta-catenin nuclear translocation, primary screen, imaging, HeLa cells, immunofluorescence, high-content; 190,000 tested, 0.3% active; AID 1665, 2009; nuclear translocation activity, % at 5 µM;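 active means nuclear translocation activity above 50% at 5 µM, with a well cell count of 50 or more; inconclusive means wells under 50 cells across six images, flagged as toxic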;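 further: per-cell ratio of nuclear to cytoplasmic median beta-catenin stain intensity; plate controls were DMSO negative control for no effect and GSK-3 inhibitor IX positive control for full effect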
#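 assay system = human HeLa cells, endogenous beta-catenin | times = compound treatment 24 h, 37°C, 5% CO2 | detection = Anti-beta-catenin immunofluorescence on PFA-fixed, Triton-permeabilized cells, DAPI nuclei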
# PMI inhibitors = inhibitors of human PMI, primary screen, biochemical, fluorescence intensity, coupled assay (AID 1209) | purified PMI enzyme, coupled fluorescence intensity; higher % means a stronger effect | Mannose-6-phosphate isomerase (Homo sapiens) | inhibition, % at 20 µM; hits with a dose series show IC50 in µM | 190,000 tested, 0.42% active; in the data active means inhibition above about 50%;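 further: plate controls were DMSO vehicle for no effect and wells lacking substrate for full effect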
# Insulin prom up = insulin promoter activators in MIN6 cells, imaging, high-content screening, mouse beta cells | MIN6 insulin promoter-GFP reporter; stronger effect = higher value | z-score at 5 µM | 190,000 tested, 0.3% active;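 active means z-score above 3 at 5 µM with at least 500 cells counted in the well; inconclusive means wells under 500 cells, flagged as cytotoxic or low count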
# Dynein cargo inh cytoplasmic EGFP = recorded beside Dynein cargo inh, whose call it bears; z-score; measured here: cytoplasmic GR-EGFP intensity; stronger effect = higher value
# Dynein cargo inh nuclear GR-EGFP = further read-out of Dynein cargo inh, marked with its call; z-score; measured here: nuclear GR-EGFP intensity;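 lower value marks the stronger effect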
# Dynein cargo inh cell count = recorded beside Dynein cargo inh, whose call it bears; z-score; measured here: cell count per field
# Insulin prom up cell count = second read-out of Insulin prom up, no call of its own (marks repeat the call); cell count; measured here: cytotoxicity, nuclei count;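 total cells summed across four imaged fields per well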
# Hep lipid drop cells 6.5 µM = also measured in Hep lipid drop; calls as there; cell count; measured here: cell count, cytotoxicity flag;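 cells counted across two imaged fields per well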
# bCat nuc transl cell count 5 µM = further read-out of bCat nuc transl, marked with its call; cell count; measured here: cell count, cytotoxicity flag
# T cell modulator vesicle-bound % = further read-out of T cell modulator, marked with its call; double positive events, %; measured here: CD8+ vesicle-bound cell fraction;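 binding gate set so that unloaded-vesicle control wells show 10% double positive cells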
# MT stabilize HCS Hoechst-high % = also measured in MT stabilize HCS; calls as there; % Hoechst-high responders; measured here: nuclear condensation Hoechst responders;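 share of cells brighter than vehicle mean plus two SD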
# MT stabilize HCS cytotoxicity % = also measured in MT stabilize HCS; calls as there; toxicity, %; measured here: cytotoxicity by cell density;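 0% = mean cell density of plate MIN control wells and 100% = no cells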
# Myeloid diff 2 GFP+ MAC1+ % = further read-out of Myeloid diff 2, marked with its call; GFP+ MAC1+ double positive, %; measured here: differentiation confirmed by MAC1 staining
# * = called active by the depositor; i = inactive; ? = inconclusive; . = no result given.
SMILES,Dynein cargo inh,Dynein cargo inh cytoplasmic EGFP,Dynein cargo inh nuclear GR-EGFP,Dynein cargo inh cell count,MT stabilize HCS,MT stabilize HCS Hoechst-high %,MT stabilize HCS cytotoxicity %,T cell modulator,T cell modulator vesicle-bound %,Myeloid diff 2,Myeloid diff 2 GFP+ MAC1+ %,Hep lipid drop,Hep lipid drop cells 6.5 µM,TNAP activation fold,bCat nuc transl,bCat nuc transl cell count 5 µM,PMI inhibitors,Insulin prom up,Insulin prom up cell count
O=C(/C=C/c1ccco1)Nc1ccc(N2CCCC2)cc1,-0.775,0.164,-0.616,1.12,24.6*,36.8*,31.4*,i,39.9,i,0.9,3.3,632,1.1,6.8,882,12.8%,0,1282
CC(C)C(OC(=O)c1ccco1)C(=O)NCc1ccco1 (stereo not drawn),1.06,-0.155,1.21,-1.15,3.9,1.5,0.1,i,16.9,i,0.7,-9.3,694,1.2,-1.5,1021,8.3%,0.27,1705
CCC(C)N=CC1=C(O)C(C(=O)OC)C(C)(C)CC1=O (stereo not drawn),-0.858,-0.236,-0.645,1.25,2.7,2.4,3.7,i,50.4,i,1.0,-4.4,788,1,-4.4,572,2.1%,.,.
CCn1nnc(-c2ccccc2NC(=O)c2cc(OC)cc(OC)c2)n1,-0.69,-0.177,-0.232,0.0315,2.3,1.1,4.1,i,25.1,?,.,.,.,1.1,-2.2,950,1.6%,-0.93,1166
Fc1cc(F)c(F)c(SCCc2ccncc2)c1F,-1.83,0.209,-0.685,0.474,1.9,1.4,7.0,i,63.1,i,1.3,-0.8,677,1.1,-0.5,1013,-0.6%,-0.73,1376
Cn1c(=O)c2c(ncn2CC(=O)OCc2ccccc2)n(C)c1=O,-0.497,-0.181,0.162,0.169,4.2,2.3,6.0,i,36.4,i,2.2,.,.,1.1,-2.6,902,-0.6%,0.22,1158
O=C(c1cc(-c2ccccc2O)on1)N1CCCC1,-0.308,-0.259,-0.152,0.601,1.6,3.4,9.2,i,41.8,i,1.0,.,.,1.1,-0.7,1227,-5.2%,0.04,1049
CC(NC(=O)Cn1nc(C(F)(F)F)c2c1CCC2)c1ccccc1 (stereo not drawn),0.421,-0.196,0.19,-0.137,3.0,2.9,6.3,i,3.3,i,1.7,-3.8,788,1,-0.6,1108,12.3%,1.43,840
Cc1ccc(-c2cc(C(=O)N3CCc4ccccc4C3)no2)cc1,0.929,0.278,0.571,-1.3,3.8,1.7,5.2,i,60.0,i,0.3,-0.1,688,1.1,0.5,1548,7.9%,-0.21,1492
COc1ccc(S(=O)(=O)N2CCN(C(=O)COc3ccc4c(C)cc(=O)oc4c3)CC2)cc1,-0.231,-0.223,0.045,0.245,2.9,2.5,9.2,.,.,.,.,.,.,0.9,1.7,1161,-4.9%,-0.86,1135
Cc1ccc(C(=O)NCC(=O)NCC(=O)OCC(=O)c2cccs2)cc1,0.943,-0.0801,0.29,-1.23,1.6,1.7,4.4,i,37.4,i,3.2,0.3,662,1,.,.,-6.1%,0.38,1086
Cc1ccc(S(=O)(=O)N2CCOCC2)cc1NC(=O)CN1CCC(Cc2ccccc2)CC1,-0.94,-0.21,-0.366,0.894,3.0,2.1,6.6,i,47.6,i,0.4,1.2,672,1.1,1.6,1456,19.4%,-0.63,1376
CCCC(=O)Nc1nc2ccc(NC(=O)c3cccnc3)cc2s1,-0.198,-0.231,0.237,-0.00228,35.9*,19.5*,55.8*,i,21.5,i,10.7,.,.,1.1,-0.7,895,7.6%,0.38,1288
COc1ccc(N(C(=O)c2ccco2)C(C(=O)NC2CCCCC2)c2ccccc2)cc1 (stereo not drawn),0.728,-0.112,0.317,0.0635,3.5,2.3,7.8,i,37.7,i,1.3,.,.,.,.,.,.,.,.
NNC(=O)/C(=C\c1ccc(Br)cc1)NC(=O)c1cccs1,-0.116,-0.349,-0.559,0.751,2.1,2.1,2.7,i,8.8,i,0.3,9.3,699,1.1,0.9,1482,9.0%,0,1533
Cc1ccc(-c2cc(C(F)(F)F)n3ncc(C(=O)O)c3n2)cc1,0.0661,-0.288,-0.654,1.25,3.3,1.9,10.0,.,.,i,0.4,3.5,699,1.1,-0.2,1172,-16.8%,0.78,1149
CCN(Cc1ccncc1)C(=S)Nc1ccccc1,-0.64,-0.317,0.0711,0.791,2.5,1.2,7.4,i,56.5,i,0.4,21.9,720,1,2.9,1487,-4.6%,.,.
Cc1c(C(=O)OC(C)C)[nH]c2c1C(=O)CCC2,0.788,-0.219,0.867,-0.51,2.8,1.8,8.3,i,48.5,i,6.7,-5.4,651,1.1,0.6,1053,2.4%,-0.19,1308
Cc1ccc2cccc(OC(=O)/C=C\c3ccccc3)c2n1,-0.455,-0.311,-0.297,0.659,3.0,2.3,6.4,i,44.0,i,0.5,10.5,678,0.9,-0.8,953,36.5%,-0.01,1633
CCCCSCc1cc(C(=O)O)oc1C(C)(C)C,0.08,-0.328,0.186,0.0775,1.7,2.1,3.9,i,37.8,i,0.4,0.3,672,1.1,-1.0,983,-5.6%,-0.72,1590
Cc1nc2sc(C(=O)c3ccccc3)c(N)c2c(C)c1C,0.376,1.05,0.63,0.122,3.9,2.0,2.9,i,38.2,i,0.1,10.3,738,0.8,-0.7,1096,-19.7%,0.85,1350
COC(=O)CCC(=O)Oc1ccc(OC(=O)CCC(=O)OC)cc1,-0.331,-0.221,0.818,0.361,3.2,2.8,0.3,i,44.1,.,.,-28.4,651,1,1.3,547,-0.5%,0.36,1279
Cc1ccc(NC(=O)CSc2ncnc3ccccc23)cc1S(=O)(=O)N1CCCCC1,-1.05,-0.207,-0.509,0.234,3.9,2.7,9.6,i,16.9,i,0.0,-2.8,548,1.1,-2.2,1049,4.5%,0.23,1327
CCCc1cc(N2CCCC(C(=O)Nc3c(OC)cccc3OC)C2)n2ncnc2n1 (stereo not drawn),-0.0613,-0.278,-0.0199,1.56,3.1,2.6,10.6,i,13.6,i,14.5,.,.,1.1,3.0,1413,9.0%,-0.29,1078
O=C(NN(CC(O)COc1ccccc1)CC(O)COc1ccccc1)c1ccccc1 (stereo not drawn),-0.483,-0.299,-0.328,1.2,.,.,.,i,31.7,i,0.9,-1.3,703,.,1.8,1287,.,-0.01,1031

# Later entries
SMILES,Dynein cargo inh,Dynein cargo inh cytoplasmic EGFP,Dynein cargo inh nuclear GR-EGFP,Dynein cargo inh cell count,MT stabilize HCS,MT stabilize HCS Hoechst-high %,MT stabilize HCS cytotoxicity %,T cell modulator,T cell modulator vesicle-bound %,Myeloid diff 2,Myeloid diff 2 GFP+ MAC1+ %,Hep lipid drop,Hep lipid drop cells 6.5 µM,TNAP activation fold,bCat nuc transl,bCat nuc transl cell count 5 µM,PMI inhibitors,Insulin prom up,Insulin prom up cell count
CS(=O)(=O)CCC(C(=O)N1CCOCC1)N1C(=O)c2cc(Cl)c(Cl)cc2C1=O (stereo not drawn),-0.691,-0.207,-0.903,0.763,3.0,1.9,7.0,i,5.6,i,0.8,0.5,715,1.1,-3.3,1161,-2.4%,.,.
Cc1ccc(NC(=O)C(=O)NN=C2CCCC2)cc1C,-0.983,-0.205,-0.0792,0.486,2.9,2.5,6.9,i,31.3,i,0.4,-5.9,737,1.1,4.5,877,-6.3%,0.62,1548
Cc1ccc(CNC(=O)c2cc3c(=O)n4cccc(C)c4nc3n(CC3CCCO3)c2=N)cc1 (stereo not drawn),.,.,.,.,.,.,.,.,.,.,.,.,.,1.1,-5.5,924,-7.4%,-1.27,886
N/N=C1\CCCc2c1[nH]c1ccc([N+](=O)[O-])cc21,-0.229,-0.231,-0.0788,-0.0326,.,.,.,i,33.4,i,0.3,-3.4,700,.,4.6,976,.,1,1361
COc1cccc(C(c2sc3nc(C)nn3c2O)N2CCc3ccccc3C2)c1 (stereo not drawn),-0.426,-0.133,-0.109,-0.0127,1.9,1.6,8.8,i,.,i,2.5,44.4,323,1.1,-0.7,1160,65.3%*,-1.14,1868
O=C1NC(NS(=O)(=O)c2ccc(Cl)cc2)(C(F)(F)F)C(=O)N1c1ccccc1 (stereo not drawn),-0.691,-0.286,-0.628,0.678,5.5,2.9,3.7,i,41.8,i,1.1,-9.8,606,1.1,-1.2,534,-14.5%,0.07,1468
C[C@@H]1CC=C[C@H]2[C@H]1C(=O)N(Cc1ccccc1)[C@H]2c1cccc([N+](=O)[O-])c1,-0.443,0.221,-0.16,0.258,.,.,.,i,33.6,i,1.9,-37.9,719,.,-0.3,1105,.,.,.
Cn1c(=N)n(CC(O)c2cccs2)c2ccccc21 (stereo not drawn),0.0136,-0.297,-0.122,-0.0945,1.8,1.8,4.3,i,44.5,i,0.1,-5.0,636,1.1,0.0,1159,7.4%,0.01,1355
O=C(NCc1ccco1)C1CCN(c2ccc(N3CCOCC3)nn2)CC1,-0.542,-0.0425,-0.198,0.639,5.8,2.1,7.6,i,31.3,i,2.6,5.4,737,1.1,-1.2,1114,-10.1%,0.77,1157

# Source: PubChem BioAssay (several laboratories)
